Compound activity as filed in PubChem.
MT stabilizer – microtubule stabilization, imaging screen | HeLa tubulin immunostaining HCS, 24 h; share of cells brighter than vehicle mean+2SD | % tubulin-high responders, % at 10 µM | 0.83% of 200,000 active | AID 2205;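 active = plate Z-score above 3 for both tubulin-high and condensed-nucleus cell shares, with cell loss under 80%, at 10 µM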;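 note: anti alpha tubulin signal scored within the nucleus-defined area of each cell; some results filed as inactive read as strong as hits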
HEK293 NOD2/NF-kB – inhibition of NOD2-driven NF-kB reporter – cell-based, luminescence, uHTS, HEK293 (AID 1566). 0.63% of 290,000 active. inhibition, % at 4 µM; hits with a dose series show EC50 in µM. HEK293 NOD2/NF-kB luciferase reporter, luminescence; higher % means a stronger effect; in the data active = inhibition above about 50%; note: many of its hits are not listed in these tables
Dynein transport – blocks dynein driven cargo transport along microtubules. 3617.4 mouse cells, GR-EGFP nuclear translocation imaging; test concentration mostly 20 µM; stimulated with dexamethasone, 1 µM; stronger effect = lower value. z-score, hits read low. 0.47% of 220,000 active;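 active = plate z-score of nuclear minus cytoplasmic receptor signal below a set negative limit, without overly bright fluorescence or cell loss, cut at about -3.5 in these data, passing the limit was not always enough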;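 note: z-score of nuclear minus cytoplasmic ring GR-EGFP intensity difference per well; some compounds called inactive have numbers as strong as hits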
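Buffer or medium: tet-free medium with charcoal-stripped serum / Also added: dexamethasone agonist, 1.0 µM final, for 30 min / Timing: induction 48 h, compound 1 h, agonist 30 min / Measured by: high-content fluorescence imaging after fixation / Read-out: nuclear-to-cytoplasmic GR-EGFP distribution per well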
WT yeast gro inh – growth inhibition of WT yeast, mitochondrial fusion screen | mitochondrial fusion phenotypic screen, WT strain | inhibition, % at 10 µM | 2.1% of 190,000 active | AID 1362; in the data active = inhibition above about 58%; tested in S. cerevisiae
Autophagy mod – modulators of autophagy | MEF GFP-LC3 puncta imaging; test concentration mostly 10 µM | calls only at 10 µM (by protocol) | 0.98% of 190,000 active;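 active = percentage of spot-positive cells more than 3 SD above its plate mean, without a fluorescence outlier flag or 80% toxicity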;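 note: spot-positive cell cutoff set from DMSO-treated cells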
Hep lipid drop – modulators of hepatic lipid droplet formation; AML12 mouse hepatocytes, oleate lipid droplets, BODIPY imaging; inhibition, % at 6.5 µM; AID 1656; 0.4% of 240,000 active;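 active = lipid droplet intensity inhibited by at least 50%, with more than 500 cells counted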
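Material: mouse AML12 hepatocyte cell line, fixed after treatment; Timing: compound with oleate, overnight; Technique: high-content imaging of BODIPY-stained droplets and DAPI nuclei; Probe or stimulus: oleate, 100 µM final; Dosing: compound at 6.5 µM only.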
Yfh1-depleted yeast – enhancers of respiration in Yfh1-depleted yeast, dose response, Friedreich's ataxia, plus single-dose screen (AID 1465); S. cerevisiae Yfh1-off respiration, WST-1 reduction, 72 h; higher fold induction means a stronger effect; 0.074% of 220,000 active; fold induction at 50 µM, or EC50 in µM where a hit was titrated;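 active = fold induction of absorbance versus untreated yeast above a set limit, then at least 30% activation at any dose in follow-up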;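 note: activators that raise dye reduction in frataxin-depleted yeast; strong numbers were not always called active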
Ins promoter up – MIN6 insulin promoter up-regulation; z-score at 5 µM; 0.3% of 190,000 active; MIN6 insulin promoter-GFP reporter, high-content imaging; stronger effect = higher value;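 active = z-score above 3 at 5 µM with at least 500 cells counted in the well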
bCat nuc transl – modulators of beta-catenin nuclear translocation; 0.3% of 190,000 active; HeLa beta-catenin nuclear translocation, immunofluorescence imaging; nuclear translocation activity, % at 5 µM; AID 1665;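 active = nuclear translocation activity above 50% at 5 µM, with a well cell count of 50 or more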;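 note: per-cell ratio of nuclear to cytoplasmic median beta-catenin stain intensity; plate controls were DMSO negative control for no effect and GSK-3 inhibitor IX positive control for full effect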
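Test system: human HeLa cells, endogenous beta-catenin. Times: 24 h compound exposure, 37°C. Measured by: beta-catenin immunofluorescence imaging with DAPI.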
WT yeast gro inh mutant strain – also measured in WT yeast gro inh; calls as there; inhibition, %; mitochondrial fusion phenotypic screen, mutant strain inhibition
Dynein transport cytoplasmic EGFP – further read-out of Dynein transport, marked with its call; z-score; measured here: cytoplasmic GR-EGFP intensity; stronger effect = higher value
Dynein transport nuclear GR-EGFP – recorded beside Dynein transport, whose call it bears; z-score; measured here: nuclear GR-EGFP intensity;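 lower value marks the stronger effect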
Dynein transport cell count – further read-out of Dynein transport, marked with its call; z-score; measured here: cell count per field
Ins promoter up cell count – also measured in Ins promoter up; calls as there; cell count; measured here: cytotoxicity, nuclei count;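 total cells summed across four imaged fields per well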
Hep lipid drop cells 6.5 µM – recorded beside Hep lipid drop, whose call it bears; cell count; measured here: cell count, cytotoxicity flag;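 cells counted across two imaged fields per well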
bCat nuc transl cell count 5 µM – further read-out of bCat nuc transl, marked with its call; cell count; measured here: cell count, cytotoxicity flag
MT stabilizer Hoechst-high % – further read-out of MT stabilizer, marked with its call; % Hoechst-high responders; measured here: nuclear condensation Hoechst responders;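 share of cells brighter than vehicle mean plus two SD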
MT stabilizer cytotoxicity % – second read-out of MT stabilizer, no call of its own (marks repeat the call); toxicity, %; measured here: cytotoxicity by cell density;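 0% = mean cell density of plate MIN control wells and 100% = no cells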
Autophagy mod cell loss 18 h – further read-out of Autophagy mod, marked with its call; toxicity, %; measured here: cell loss, nuclei count;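 cell loss after 18 h compound exposure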
* marks the source's active call; other numbers are inactive results; i = inactive; . = not tested or not shown; + = active, no number; & = joins results of further samples.

1) COCCCNC(=O)c1ccc(Cn2c(=O)c3ccccc3n(Cc3ccc(C)cc3)c2=O)cc1
2) O=C(C1CCCN(S(=O)(=O)c2cccc3cccnc23)C1)N1CCN(c2ccc(F)cc2)CC1 (stereo not drawn)
3) Oc1c(C=C2N=c3ccccc3=N2)sc(=S)n1C1CCCCC1
4) COc1cccc(OCCCOc2ccc([N+](=O)[O-])cc2Cl)c1
5) CC(C)NS(=O)(=O)c1ccc(CCC(=O)N2CCC(C(N)=O)CC2)cc1
6) COc1ccccc1CNC(=O)COC(=O)c1ccc(Cl)c(N)c1
7) CCCN1Cc2cccc(C(=O)NCc3ccc4c(c3)OCO4)c2C1=O
8) Cc1cccc(NC(=O)CCSc2ccccn2)c1
screen / no.,1,2,3,4,5,6,7,8
MT stabilizer,2.1,7.7,2.7&5.6,2.7,4.3,2.7,3.0,3.0
MT stabilizer Hoechst-high %,1.9,1.6,3.1&2.2,1.3,1.9,2.6,3.6,2.1
MT stabilizer cytotoxicity %,8.6,4.2,9.3&13,5.5,7.6,6.9,3.4,4.9
HEK293 NOD2/NF-kB,21%,13%,23%&16%,-9%,5%,12%,10%,16%
Dynein transport,-0.12,0.07,-0.47&-0.23,0.47,-1,0.54,0.93,0.62
Dynein transport cytoplasmic EGFP,0.72,-0.046,-0.24&-0.26,-0.21,0.5,-0.14,-0.1,-0.22
Dynein transport nuclear GR-EGFP,0.31,0.22,0.11&-0.2,0.97,-0.35,0.46,0.65,0.4
Dynein transport cell count,0.075,-0.38,0.44&-0.27,1,0.9,-0.36,0.36,-0.48
WT yeast gro inh,6,0,7&1,45,-12,-20,1,8
WT yeast gro inh mutant strain,-15,-11,-23&-5,34,3,-25,6,-6
Autophagy mod,i,i,i,i,i,i,i,i
Autophagy mod cell loss 18 h,-12,3,-8&-4,16,0,-3,-1,7
Hep lipid drop,-7,.,16&2,.,2,18,-19,14
Hep lipid drop cells 6.5 µM,708,.,681&557,.,706,663,732,707
Yfh1-depleted yeast,i,i,i,.,i,i,i,i
Ins promoter up,.,-0.14,-0.12&0.63,0.3,-0.82,-0.23,-0.09,-0.49
Ins promoter up cell count,.,914,1325&1447,1447,1690,1374,1333,1136
bCat nuc transl,6.9,1.9,3.4&-2.0,-2.9,0.7,-3.5,-1.5,-3.0
bCat nuc transl cell count 5 µM,843,1109,1016&1202,1429,1474,1164,1102,500

9) CCN(CCn1cccn1)C(=O)CCc1nnc(C2CCCCC2)o1
10) COc1cccc(-n2nnc3c(=O)n(Cc4ccc(Br)cc4)cnc32)c1
11) COCCNC(=S)Nc1cccc2cnccc12
12) COC(=O)c1sccc1NC(=O)CSCC(=O)O
13) COCCOC(=O)c1ccc(NC(=O)COc2ccc([N+](=O)[O-])cc2)cc1
14) CC(=O)Nc1cnc2ccccc2n1
15) Cc1c(Cl)c([N+](=O)[O-])nn1CCCC(=O)Nc1cccc(Cl)c1Cl
16) CCN(CC)S(=O)(=O)c1cc(C(=O)O)ccc1OC
screen / no.,9,10,11,12,13,14,15,16
MT stabilizer,.,4.8,3.0,3.4,2.0,1.9,2.7,.
MT stabilizer Hoechst-high %,.,3.2,3.4,2.5,1.8,1.8,1.9,.
MT stabilizer cytotoxicity %,.,6.4,7.0,0.5,8.9,1.8,5.7,.
HEK293 NOD2/NF-kB,-25%,-47%,10%,6%,0%,-2%,10%,-42%
Dynein transport,-0.085,0.19,-0.14,0.44,-0.12,-0.42,0.75,-1
Dynein transport cytoplasmic EGFP,-0.14,-0.38,-0.25,-0.23,-0.23,-0.24,-0.27,-0.84
Dynein transport nuclear GR-EGFP,-0.14,0.38,-0.53,0.24,0.063,-0.013,0.62,-0.4
Dynein transport cell count,0.4,0.15,0.44,0.15,-0.14,0.44,0.11,2.6
WT yeast gro inh,.,3,1,10,12,-5,7,.
WT yeast gro inh mutant strain,.,-7,-2,2,2,-11,8,.
Autophagy mod,.,i,i,i,i,i,i,.
Autophagy mod cell loss 18 h,.,-11,-5,15,6,0,27,.
Hep lipid drop,6,.,22,20,27,13,10,48
Hep lipid drop cells 6.5 µM,689,.,721,735,728,728,660,693
Yfh1-depleted yeast,i,i,i,i,i,i,i,i
Ins promoter up,0.13,0.32,0.6,0.01,-0.25,-0.85,-0.45,-0.01
Ins promoter up cell count,1135,1403,1302,1337,1351,1229,1539,870
bCat nuc transl,0.8,-2.1,-0.6,-3.3,-2.6,.,0.9,-0.1
bCat nuc transl cell count 5 µM,1413,1492,1162,1158,1079,.,1052,1362

Arranged by heavy-atom count (high to low): seven of the compounds above
13) COCCOC(=O)c1ccc(NC(=O)COc2ccc([N+](=O)[O-])cc2)cc1
7) CCCN1Cc2cccc(C(=O)NCc3ccc4c(c3)OCO4)c2C1=O
9) CCN(CCn1cccn1)C(=O)CCc1nnc(C2CCCCC2)o1
6) COc1ccccc1CNC(=O)COC(=O)c1ccc(Cl)c(N)c1
8) Cc1cccc(NC(=O)CCSc2ccccn2)c1
12) COC(=O)c1sccc1NC(=O)CSCC(=O)O
14) CC(=O)Nc1cnc2ccccc2n1
screen / no.,13,7,9,6,8,12,14
MT stabilizer,2.0,3.0,.,2.7,3.0,3.4,1.9
MT stabilizer Hoechst-high %,1.8,3.6,.,2.6,2.1,2.5,1.8
MT stabilizer cytotoxicity %,8.9,3.4,.,6.9,4.9,0.5,1.8
HEK293 NOD2/NF-kB,0%,10%,-25%,12%,16%,6%,-2%
Dynein transport,-0.12,0.93,-0.085,0.54,0.62,0.44,-0.42
Dynein transport cytoplasmic EGFP,-0.23,-0.1,-0.14,-0.14,-0.22,-0.23,-0.24
Dynein transport nuclear GR-EGFP,0.063,0.65,-0.14,0.46,0.4,0.24,-0.013
Dynein transport cell count,-0.14,0.36,0.4,-0.36,-0.48,0.15,0.44
WT yeast gro inh,12,1,.,-20,8,10,-5
WT yeast gro inh mutant strain,2,6,.,-25,-6,2,-11
Autophagy mod,i,i,.,i,i,i,i
Autophagy mod cell loss 18 h,6,-1,.,-3,7,15,0
Hep lipid drop,27,-19,6,18,14,20,13
Hep lipid drop cells 6.5 µM,728,732,689,663,707,735,728
Yfh1-depleted yeast,i,i,i,i,i,i,i
Ins promoter up,-0.25,-0.09,0.13,-0.23,-0.49,0.01,-0.85
Ins promoter up cell count,1351,1333,1135,1374,1136,1337,1229
bCat nuc transl,-2.6,-1.5,0.8,-3.5,-3.0,-3.3,.
bCat nuc transl cell count 5 µM,1079,1102,1413,1164,500,1158,.

(next part)
17) CCOC(=O)c1c(-c2ccc(C)cc2)csc1NC(=S)NC(=O)c1ccccc1
18) CCc1ccc(OCc2nnc(SCc3ccc(C(=O)O)cc3)o2)cc1
19) O=C1C=C(O)C(n2cncn2)C(c2ccc3c(c2)OCO3)C1 (stereo not drawn)
20) CCCCC(=O)N/N=C/c1cc([N+](=O)[O-])ccc1N1CCOCC1
21) O=C1/C(=C\Nc2ccc(Cl)cc2)CCN1c1ncccn1
22) NC(=O)c1c(NC(=O)C2COc3ccccc3O2)sc2c1CCN(Cc1ccccc1)C2 (stereo not drawn)
23) Cc1ccc(C(=O)NN2C(=O)C3C(C2=O)C2C=CC3C23CC3)cc1 (stereo not drawn)
24) Nc1nc(-c2ccccc2)c(N=Nc2ccc(Cl)cc2)s1
screen / no.,17,18,19,20,21,22,23,24
MT stabilizer,3.2,1.8,5.3,5.0,1.5,3.5,2.6,2.5
MT stabilizer Hoechst-high %,1.0,2.0,2.6,2.1,1.9,2.3,1.5,1.6
MT stabilizer cytotoxicity %,7.6,9.3,3.3,4.6,3.3,12,7.8,3.4
HEK293 NOD2/NF-kB,14%,4%,10%,-12%,-108%,14%,14%,6%
Dynein transport,-0.18,-1.2,-0.25,0.71,0.25,1,0.084,-0.52
Dynein transport cytoplasmic EGFP,-0.23,-0.19,-0.33,-0.19,-0.16,2.2,-0.27,0.69
Dynein transport nuclear GR-EGFP,0.39,-0.89,-0.19,1.7,0.13,0.57,0.0071,-0.33
Dynein transport cell count,0.85,-0.12,0.83,-1.2,-0.61,0.9,-0.11,0.38
WT yeast gro inh,-9,-24,-18,-7,11,-5,-16,21
WT yeast gro inh mutant strain,-2,4,5,-12,23,18,13,4
Autophagy mod,i,i,i,i,i,+,i,i
Autophagy mod cell loss 18 h,5,-9,6,14,-2,-11*,-3,3
Hep lipid drop,-29,-15,-2,14,.,1,0,93*
Hep lipid drop cells 6.5 µM,662,637,659,817,.,709,612,590*
Yfh1-depleted yeast,i,i,i,i,i,i,i,i
Ins promoter up,-1,-0.48,0.9,0.14,-0.09,-0.74,-1,-0.62
Ins promoter up cell count,1727,1445,1225,1195,1523,1394,1311,1239
bCat nuc transl,1.2,0.8,0.5,1.1,-0.6,-0.3,2.2,1.1
bCat nuc transl cell count 5 µM,1069,1480,1055,513,1416,1084,1149,951

Some of the compounds tested; rates above refer to the full screens.
